# High-throughput results as filed in PubChem.
# PABP1 MLLE inh – inhibitors of PABP1 MLLE–PAM2 peptide binding, primary screen, biochemical, fluorescence polarization, FITC-PAM2, GST-MLLE; Polyadenylate-binding protein 1 (Homo sapiens), P11940; 360,000 compounds, 0.36% hits; inhibition, % at 20 µM; in the data active = inhibition above about 35%, passing the limit was not always enough;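 also: plate controls were DMSO wells with GST-MLLE for no effect and wells lacking GST-MLLE protein for full effect; some results filed as inactive read as strong as hits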
# bovine MsrA act – bovine MsrA enzyme activators, primary screen, biochemical, absorbance, HTS; AID 602163, 2012; purified bovine MsrA, absorbance read-out; activation, % at 10.6 µM; Methionine sulfoxide reductase A (Bos taurus); 360,000 compounds, 0.3% hits; in the data active = activation above about 7.5%;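 also: 0% = vehicle and 100% = reference activator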
# MT1-MMP act inh – blockers of MT1-MMP proenzyme processing, primary screen, HT1080 RFP-PRO-GFP cells, GFP/RFP fluorescence. Matrix metalloproteinase-14 (Homo sapiens), P50281. GFP/RFP ratio fluorescence, overnight; percent of plate control window, DMSO zero. GFP/RFP ratio change, % at 20 µM. 360,000 compounds, 0.061% hits;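 active = GFP/RFP ratio change of at least 30% with cell ATP level not reduced by more than half and red fluorescence within 50% of control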; also: strong numbers were not always called active
#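 Assay system – RFP-PRO-GFP reporter HT1080 cells · Compound dosing – single dose of 20 µM compound, 1% DMSO final · Incubation – overnight compound exposure at 37 °C · Measure – GFP/RFP fluorescence ratio · Benchmarks – DMSO wells and RFP-L50D-GFP cells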
# Rpn11 inh – Rpn11 (PSMD14) deubiquitinase inhibitors, primary screen, biochemical, fluorescence polarization, uHTS; AID 588493, 2011; 26S proteasome non-ATPase regulatory subunit 14 (Homo sapiens), O00487; 360,000 compounds, 0.59% hits; calls only at 20 µM; human 26S proteasome, Ub4-pepOG fluorescence polarization; 20S core pre-blocked with epoxomicin;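 active = inhibition at 20 µM, scaled to each plate's controls, above about 33%, limit read from the data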
# MsrA inhibitor – bovine MsrA enzyme inhibitors, primary screen, biochemical, absorbance, HTS. Methionine sulfoxide reductase A (Bos taurus). inhibition, % at 15.5 µM. 360,000 compounds, 0.75% hits. purified bovine MsrA, absorbance read-out; in the data active = inhibition above about 4.5%;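 also: 0% = vehicle wells with enzyme and 100% = reference inhibitor wells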
# CSN deneddyl inh – inhibitors of CSN-mediated cullin deneddylation, primary screen, biochemical, fluorescence polarization, uHTS; COP9 signalosome complex subunit 5 (Homo sapiens), Q92905; Purified CSN, SCF-Nedd8-OG deneddylation; inhibition, % at 12.5 µM; 360,000 compounds, 0.38% hits; AID 651999, 2013;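 active = pattern-corrected inhibition above about 35%, with an unprinted fluorescence ratio check between 0.5 and 1.5, limit read from the data, passing the limit was not always enough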;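 also: 0% = enzyme with substrate and 100% = substrate without enzyme; some results filed as inactive read as strong as hits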
# Target sequence (Q92905 whole entry, looked up, one chain of several): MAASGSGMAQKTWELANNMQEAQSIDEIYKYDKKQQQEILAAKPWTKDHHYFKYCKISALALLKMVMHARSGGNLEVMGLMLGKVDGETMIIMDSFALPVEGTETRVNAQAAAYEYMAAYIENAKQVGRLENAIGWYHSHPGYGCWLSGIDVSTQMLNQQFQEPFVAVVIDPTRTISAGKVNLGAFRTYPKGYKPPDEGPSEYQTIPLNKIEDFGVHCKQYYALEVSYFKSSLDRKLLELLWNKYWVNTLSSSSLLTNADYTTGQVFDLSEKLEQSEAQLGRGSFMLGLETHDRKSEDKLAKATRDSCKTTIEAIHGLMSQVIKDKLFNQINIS
#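 Test system: purified human Csn5 enzyme expressed in HEK293T cells. Amount: 0.24 nM enzyme. Reagent: SCFSkp2-Nedd8OG substrate at 10 nM final. Schedule: 90 min incubation of compound, enzyme and substrate at room temperature. Detection: fluorescence polarization. Read-out: % inhibition of substrate cleavage by Csn5.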
# E coli Lon inh – inhibitors of E. coli Lon protease, primary screen, biochemical, fluorescence polarization; 360,000 compounds, 0.42% hits; inhibition, % at 7.94 µM; P0A9M0; purified E. coli Lon protease; AID 602123, 2011; in the data active = inhibition above about 13%, passing the limit was not always enough;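 also: 0% = enzyme with probe and DMSO and 100% = no enzyme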
# Target sequence (P0A9M0 whole entry, looked up): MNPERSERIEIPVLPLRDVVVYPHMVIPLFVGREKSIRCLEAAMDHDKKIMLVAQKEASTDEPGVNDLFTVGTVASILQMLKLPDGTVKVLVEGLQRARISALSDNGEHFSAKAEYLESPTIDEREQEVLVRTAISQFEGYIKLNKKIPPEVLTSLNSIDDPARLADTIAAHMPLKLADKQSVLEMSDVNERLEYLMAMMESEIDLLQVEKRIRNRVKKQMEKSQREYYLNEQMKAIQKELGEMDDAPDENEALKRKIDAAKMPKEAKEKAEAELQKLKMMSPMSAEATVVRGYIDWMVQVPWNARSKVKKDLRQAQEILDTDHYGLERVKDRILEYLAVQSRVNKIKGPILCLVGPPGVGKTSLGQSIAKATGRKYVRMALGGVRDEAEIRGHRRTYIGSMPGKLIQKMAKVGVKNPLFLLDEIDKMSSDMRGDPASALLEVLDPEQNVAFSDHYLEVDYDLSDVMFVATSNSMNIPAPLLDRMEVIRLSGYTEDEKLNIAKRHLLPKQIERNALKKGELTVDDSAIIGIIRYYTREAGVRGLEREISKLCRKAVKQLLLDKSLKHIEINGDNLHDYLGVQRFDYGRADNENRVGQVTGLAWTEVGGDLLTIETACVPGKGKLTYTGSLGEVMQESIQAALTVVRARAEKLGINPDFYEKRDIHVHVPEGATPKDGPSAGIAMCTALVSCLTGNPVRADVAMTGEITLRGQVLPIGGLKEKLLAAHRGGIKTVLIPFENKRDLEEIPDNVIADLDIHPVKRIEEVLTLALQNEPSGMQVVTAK
# FAS-TE inh – FAS thioesterase domain inhibitors, primary screen, biochemical, fluorescence intensity, uHTS; inhibition, % at 15 µM; 360,000 compounds, 0.67% hits; AID 602261, 2012; recombinant FAS-TE, OMFH fluorogenic substrate, fluorescence endpoint; Fatty acid synthase (Homo sapiens), P49327;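 active = compounds whose normalised, plate-corrected inhibition of enzyme fluorescence in the single-dose primary screen is 50% or more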;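 also: 0% = DMSO with enzyme and 100% = substrate without enzyme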
# Rin1 Abl inh – inhibitors of Rin1-Abl protein binding, primary screen, biochemical, TR-FRET | AID 588664, 2011 | 360,000 compounds, 0.4% hits | inhibition, % at 7.35 µM | Tyrosine-protein kinase ABL1 (Homo sapiens) + Ras and Rab interactor 1 (Homo sapiens), …; in the data active = inhibition above about 5%, passing the limit was not always enough
# The depositor's hits bear a star; i = inactive; . = not tested or not shown; + = active, no number.
no.	Molecule	bovine MsrA act	PABP1 MLLE inh	FAS-TE inh	CSN deneddyl inh	MsrA inhibitor
1	CCNc1nc(SCCOc2ccc(C)cc2)nc(N(C)C)n1	4	2	23	2	-0.1
2	CCc1nnc(NC(=O)[C@@H](NC(=O)c2cccc(C)c2)C(C)C)s1	-3	10	-7	-13	0.8
3	Nn1c(SCC(=O)Nc2ccc(S(N)(=O)=O)cc2)nnc1C(F)(F)F	-9	-11	-4	-1	-0.7
4	Cc1ccc(S(=O)(=O)N2CCN(S(=O)(=O)c3c(C)n[nH]c3C)CC2)cc1C	-1	-17	-2	3	-0.9
5	Cc1cc(C)n(C(=O)c2cccc([N+](=O)[O-])c2C)n1	1	1	-5	4	-0.1
6	CC(C)c1ccc(O)c(NC(=S)NC(=O)c2cccnc2)c1	-4	33	4	-11	-0.5
7	Cc1cccc(OC(C)C(=O)N(Cc2cccs2)C2CCS(=O)(=O)C2)c1C (configuration not stated)	-6	-4	-1	1	1.8
8	Cc1csc2ncc(C(=O)N3c4ccccc4CC3C)c(=O)n12 (configuration not stated)	-14	-2	-8	2	6.4*
9	Cc1ccnc(NC(=O)CCC(=O)N(CC(=O)NC2CCCCC2)c2cccc(C)c2C)c1	-3	-11	6	5	-0.9
10	Cc1ccc(/C=C2\SC(=S)N(CCCC(=O)Nc3cc(C)on3)C2=O)cc1	-6	-3	1	-5	-0.8

no.	E coli Lon inh	Rpn11 inh	Rin1 Abl inh	MT1-MMP act inh
1	-2	i	3	-5
2	3	i	1	3
3	7	i	1	2
4	-11	i	3	-2
5	-5	i	-1	-3
6	-2	i	2	0
7	-14	i	-7	0
8	3	i	-1	0
9	3	i	-4	-6
10	-7	i	-4	2

# Other entries follow:
no.	Molecule	bovine MsrA act	PABP1 MLLE inh	FAS-TE inh	CSN deneddyl inh	MsrA inhibitor
11	Cc1ccc(C(=O)NCCSc2c(C)[nH]c3ccccc23)cc1[N+](=O)[O-]	1	21	34	2	-0.1
12	S=C(NCC1CCCO1)NC1CCCC1 (configuration not stated)	-14	-19	-10	-2	-0.9
13	COC(=O)CC(C(=O)Nc1cc(C(=O)OC)cc(C(=O)OC)c1)N1CCN(C)CC1 (configuration not stated)	-14	-4	-6	2	0.8
14	COC(=O)NCC(c1cccnc1)N1CCOCC1 (configuration not stated)	-1	-16	-8	-1	0.7
15	CCOC(=O)[C@]12CCC=C1N(Cc1cccc3ccccc13)C(=O)[C@H](CC(=O)NCCCN1CCCC1=O)C2	-4	.	-7	3	0.9
16	Cc1nc2sc3c(c2c2nnc(SCC(=O)NCc4ccco4)n12)CCCC3	2	8	3	3	1.6
17	c1nc(N2CCN(Cc3ccc4c(c3)OCO4)CC2)c2[nH]cnc2n1	0	6	-7	1	0.6
18	CC(=O)Nc1sc(C)c(C)c1C(=O)OC1CCOC1=O (configuration not stated)	-6	9	1	-2	2.2
19	CN1C(=O)CC(C(=O)Nc2ccccc2F)SC1=Nc1ccc2c(c1)OCO2 (configuration not stated)	1	5	-1	1	-1.9
20	COc1ccccc1CNc1nc(NCCOc2ccccc2)c2sccc2n1	-3	5	14	2	-1.1

no.	E coli Lon inh	Rpn11 inh	Rin1 Abl inh	MT1-MMP act inh
11	7	i	-2	3
12	-1	i	6	3
13	-1	i	0	1
14	8	i	1	3
15	-4	.	.	0
16	6	i	0	28
17	10	i	4	-4
18	-18	i	-3	2
19	-3	i	0	-3
20	-4	i	0	-3

# (more compounds)
no.	Molecule	bovine MsrA act	PABP1 MLLE inh	FAS-TE inh	CSN deneddyl inh	MsrA inhibitor
21	Cc1snc(S(=O)(=O)/C(C#N)=N/Nc2ccc(C(F)(F)F)cc2)c1C#N	1	4	18	7	4.6*
22	CN(CCOc1ccc(F)cc1)Cc1ccccc1	-1	-5	-3	-3	-1.0
23	Cc1nn(CC(=O)NCCc2ccccc2)c(=O)c2ccccc12	-3	-11	-6	-3	0.0
24	Cn1c(N)c(C(=O)COC(=O)C2=COCCO2)c(=O)n(C)c1=O	0	-15	-4	1	0.2
25	Cc1cc(NC(=O)COC(=O)C2CC(=O)N(c3cccc(C)c3C)C2)no1 (configuration not stated)	-3	-3	-4	10	2.3
26	Cc1cc(S(=O)(=O)NCCCN2CCOCC2)ccc1Br	-3	9	-5	0	-0.6
27	COc1cccc2cc(C(=O)c3ccc([N+](=O)[O-])cc3)oc12	-2	-4	1	-1	0.6
28	COc1ccccc1CNC(=O)N1CCN(c2ccccc2)CC1	-3	-9	-2	2	1.5
29	CN(CC(=O)NCC1CCCCC1)CC(=O)Nc1ccccc1Br	-10	-6	1	-6	0.3
30	COc1cc2c(-c3ccc4c(c3)OCO4)c(-c3ccsc3)oc(=O)c2cc1OC	-3	12	38	-5	-0.5

no.	E coli Lon inh	Rpn11 inh	Rin1 Abl inh	MT1-MMP act inh
21	-2	i	3	-3
22	-3	i	0	-3
23	7	i	0	-1
24	2	i	-3	3
25	-6	i	0	-2
26	1	i	-1	1
27	11	i	-2	4
28	6	i	2	6
29	-4	i	3	1
30	13	i	2	-5

# (more compounds)
no.	Molecule	bovine MsrA act	PABP1 MLLE inh	FAS-TE inh	CSN deneddyl inh	MsrA inhibitor
31	COc1ccc(S(=O)(=O)N2CCN(C(=O)c3cnc(C)cn3)CC2)cc1	0	-1	-10	-3	-0.2
32	CCOC(=O)C1CCN(C(=O)CN2C(=O)C(C(C)C)Oc3ccccc32)CC1 (configuration not stated)	-13	1	0	-4	-0.6
33	C=CCOC(=O)C1=C[C@@H](c2coc3ccccc3c2=O)C[C@@H](OCc2ccc(CO)cc2)O1	-3	7	3	0	1.2
34	COc1ccc(C(=O)CSc2nnc3ccc(-c4ccccn4)nn23)cc1	-3	-6	-5	-2	-0.2
35	Cc1ccc(C(=O)OCC(=O)Nc2ccccc2C(F)(F)F)cc1S(=O)(=O)N1CCOCC1	-6	14	1	2	1.1
36	COCC(=O)Nc1nc2n(n1)C(c1ccccc1)CC(c1ccc(OC)cc1)N2 (configuration not stated)	-5	24	-4	-1	0.3
37	O=C(Cn1cnnn1)NCCc1ccc(Cl)cc1Cl	1	-8	-2	-3	0.1
38	Cc1cc(C)n2nc(SCC(=O)N3CCCC3)nc2n1	-2	1	-5	-3	0.1
39	O=C(CCn1ccc2ccccc21)NC1CCCc2ccccc21 (configuration not stated)	-3	3	6	0	0.0
40	COc1ccc(-c2cnc3c(NC(C)=O)cc(-c4ccsc4)cn23)cc1OC	-6	-62	-2	27	.

no.	E coli Lon inh	Rpn11 inh	Rin1 Abl inh	MT1-MMP act inh
31	4	i	1	1
32	4	i	1	1
33	-3	i	2	-2
34	-1	i	-1	-1
35	-3	i	-5	-1
36	2	i	1	-12
37	14	i	1	-2
38	1	i	1	0
39	-9	i	-1	-5
40	-29	+	-3	-19

# Next entries follow.
no.	Molecule	bovine MsrA act	PABP1 MLLE inh	FAS-TE inh	CSN deneddyl inh	MsrA inhibitor
41	Cc1ccc(N=Nc2[nH]c3ccccc3c2O)cc1	-2	-17	-34	8	-1.0
42	c1ccc(-c2ccc3c(c2)NCCN3)cc1	-1	8	0	2	1.8
43	COc1ccccc1N(CC(=O)NCCSc1ccccc1)S(C)(=O)=O	-8	2	-11	3	0.2
44	Cc1ccc(-n2nc(C(=O)c3ccccc3)n3c(=O)c(Cc4ccccc4)nnc23)cc1	-4	-6	28	1	-0.5
45	Cn1ncc2cc(NC(N)=S)ccc21	0	-59	-3	-5	-0.6
46	CCOC(=O)c1c(/N=C/C2=C(O)CCCC2=O)sc2c1CCCC2	-2	24	15	3	0.3
47	NC(=O)N=Nc1c(O)[nH]c2ccc([N+](=O)[O-])cc12	-5	9	4	-3	3.0
48	NS(=O)(=O)c1ccc(CCNC/C=C/c2ccccc2)cc1	-1	-3	0	5	0.2
49	Cc1onc(-c2ccccc2)c1-c1nnc(COC(=O)c2ccc(F)cc2)o1	-1	-7	20	0	0.4
50	CCOC(=O)c1ccc(NC(=S)N2CCN(S(C)(=O)=O)CC2)cc1	-12	-40	-17	4	-1.2

no.	E coli Lon inh	Rpn11 inh	Rin1 Abl inh	MT1-MMP act inh
41	-5	i	1	-18
42	13	i	-3	4
43	-5	i	1	-1
44	-1	i	3	5
45	-2	i	-1	2
46	6	i	0	-6
47	4	i	-3	3
48	-1	i	-2	3
49	-10	i	-5	2
50	3	i	0	-1

# Arranged by number of heavy atoms (high to low): 6 of the compounds above
no.	Molecule	bovine MsrA act	PABP1 MLLE inh	FAS-TE inh	CSN deneddyl inh	MsrA inhibitor
44	Cc1ccc(-n2nc(C(=O)c3ccccc3)n3c(=O)c(Cc4ccccc4)nnc23)cc1	-4	-6	28	1	-0.5
43	COc1ccccc1N(CC(=O)NCCSc1ccccc1)S(C)(=O)=O	-8	2	-11	3	0.2
48	NS(=O)(=O)c1ccc(CCNC/C=C/c2ccccc2)cc1	-1	-3	0	5	0.2
41	Cc1ccc(N=Nc2[nH]c3ccccc3c2O)cc1	-2	-17	-34	8	-1.0
47	NC(=O)N=Nc1c(O)[nH]c2ccc([N+](=O)[O-])cc12	-5	9	4	-3	3.0
45	Cn1ncc2cc(NC(N)=S)ccc21	0	-59	-3	-5	-0.6

no.	E coli Lon inh	Rpn11 inh	Rin1 Abl inh	MT1-MMP act inh
44	-1	i	3	5
43	-5	i	1	-1
48	-1	i	-2	3
41	-5	i	1	-18
47	4	i	-3	3
45	-2	i	-1	2

# Next entries:
no.	Molecule	bovine MsrA act	PABP1 MLLE inh	FAS-TE inh	CSN deneddyl inh	MsrA inhibitor
51	COc1ccccc1N1CCN(S(=O)(=O)c2ccc(NC(C)=O)cc2)CC1	-5	15	11	3	-1.8
52	O=C(COc1ccc(Cl)cc1)NC1=NN(c2ccccc2)C(=O)C1	-8	7	3	5	0.0
53	COc1ccc(CCc2nc(-c3ccc(-n4cccc4)cc3)no2)cc1	-1	0	7	3	-0.1
54	CC1CCCN(C(=O)CSc2nnc3n(C4CCCC4)c(=O)c4ccccc4n23)C1 (configuration not stated)	-2	-23	-1	-5	-1.2
55	CCOC(=O)c1c(C)nsc1NC(=O)C1CCCCC1	-1	12	29	-2	-1.6
56	CCc1cccc(C)c1NC(=S)NCc1ccc2[nH]c(C)cc2c1	-1	-63	-40	4	0.9
57	CCc1cccc2c(=O)c(C(=O)NCCCOC)c[nH]c12	-4	10	-3	0	0.8
58	COc1ccc(S(=O)(=O)N2CCC(NC(=O)c3ccccc3)CC2)cc1	-7	-7	-4	-4	1.3
59	COC(=O)Cc1cnc(NC(=O)CSc2nc(C(C)C)cc(=O)[nH]2)s1	-2	9	2	1	-0.6
60	COc1ccc(NC(=O)/C=C/c2ccc(Br)o2)cn1	-7	16	-6	27	5.3*

no.	E coli Lon inh	Rpn11 inh	Rin1 Abl inh	MT1-MMP act inh
51	6	i	9	0
52	6	i	2	18
53	-5	i	2	-5
54	-3	i	0	-1
55	0	i	0	0
56	-5	i	0	18
57	3	i	0	2
58	11	i	-1	3
59	4	i	-1	2
60	-6	i	-1	-5
